Screens: PubChem BioAssay, several laboratories
VIM-2 inh: inhibitors of Pseudomonas aeruginosa VIM-2 metallo-beta-lactamase; AID 1527; purified VIM-2, nitrocefin hydrolysis, epi-absorbance fluorescence; 0.89% of 290,000 active; inhibition, % at 5.6 µM;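 active means inhibition above the mean of all tested compounds plus 3 SD, cutoff set per screening run, cut at about 7.5% in these data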;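 further: red hydrolysis product quenches plate fluorescence so inhibitors raise well fluorescence; 0% = enzyme with DMSO and 100% = DMSO without enzyme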
SUMO HTRF inh: inhibitors of human SUMOylation (UBC9); P63279; HTRF SUMOylation assay, SAE1/SAE2 + UBC9, in vitro; inhibition, % at 35 µM; 0.36% of 290,000 active; AID 2006; in the data active means inhibition above about 50%, passing the limit was not always enough; further: strong numbers were not always called active
Target sequence (P63279 whole entry, looked up): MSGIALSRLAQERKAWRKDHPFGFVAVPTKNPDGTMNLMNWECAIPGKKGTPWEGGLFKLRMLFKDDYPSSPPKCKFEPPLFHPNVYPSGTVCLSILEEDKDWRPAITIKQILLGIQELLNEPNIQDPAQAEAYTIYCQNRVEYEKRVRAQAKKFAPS
IMP-1 inhibitor: blocks Pseudomonas aeruginosa IMP-1 metallo-beta-lactamase. purified IMP-1, nitrocefin hydrolysis, epi-absorbance fluorescence. inhibition, % at 5.6 µM. 0.45% of 290,000 active. AID 1556;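 active means inhibition above the mean plus 3 SD of all compounds in the same screening run, cut at about 4.5% in these data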;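 further: 0% = IMP-1 with DMSO and 100% = DMSO wells lacking enzyme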
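System: Purified IMP-1 | Read-out basis: Percent enzyme inhibition | Controls: IMP-1 with DMSO as 0%, enzyme-free DMSO as 100% | Replicates: One well per compound | Doses: 5.6 µM nominal single concentration | Detection: Epi-absorbance fluorescence, 480 nm excitation, 530 nm emission | Incubation: 25 °C, 15 min preincubation, 25 min reaction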
pCIP destab: lowers stability of the mouse p/CIP coactivator protein; F442A p/CIP-EGFP cells, EGFP fluorescence, 16 h; decrease of EGFP signal, % at 10 µM; 0.01% of 290,000 active;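 active means EGFP signal decrease of at least 30% at 10 µM or well 3 SD below plate mean, unless failing retest; inactive means the rest, including hits failing retest or dose response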; further: some compounds called inactive have numbers as strong as hits; many of its hits are not listed in these tables
CRFR2-BP antag: blocks CRF-induced signaling of the CRF-BP/CRF-R2 complex; HEK293 CRF-R2/CRF-BP, CRF-induced calcium fluorescence; inhibition, % at 11.8 µM; AID 588475; 0.59% of 350,000 active;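 active means inhibition of the ligand-induced calcium signal above about 50% at the single tested concentration, limit read from the data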
IDE cell activ: IDE (human) activation, cell-based. 0.073% of 340,000 active. activation, % at 5.96 µM. HEK cells, FAbeta-B cleavage, fluorescence polarization; 0% vehicle, 100% cell-free pure enzyme wells. P14735;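 active means activation above the mean of all tested compounds plus 3 SD, set per screening campaign, cut at about 17% in these data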
IDE inh: inhibitors of human insulin-degrading enzyme in cells. HEK cells, FAbetaB cleavage, fluorescence polarization. 0.41% of 320,000 active. inhibition, % at 5.59 µM. P14735;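 active means percent inhibition above the average of all tested compounds plus 3 SD, set per screening campaign, cut at about 16% in these data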;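 further: IDE supplied by intact live HEK cells; FP after avidin binding of uncleaved biotin substrate so inhibition keeps polarization high; 0% = DMSO wells and 100% = 60 µM reference IDE inhibitor Ii1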
NS3 helicase inh: inhibitors of Hepatitis C virus NS3 helicase. 0.56% of 290,000 active. inhibition, % at 10.9 µM. NS3 helicase DNA unwinding, Cy5 molecular beacon fluorescence;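 active means inhibition above the mean of all tested compounds plus 3 SD, set per campaign, cut at about 35% in these data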;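 further: 0% = DMSO wells and 100% = thioflavine S control wells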
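Control set: DMSO versus 110 µM thioflavine S; Material: NS3 helicase fragment of HCV; Measured by: Cy5 fluorescence at 0 and 60 min, beacon hairpin quenching; Read-out basis: percent inhibition from t60/t0 fluorescence ratio; Times: reaction time 60 min, 25 °C; Repeats: single replicate; Compound dosing: single dose, 10.9 µM nominal final, DMSO 0.8% final.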
GalR3 antag: human GalR3 antagonism; O60755; HEK293 GalR3-CNG cAMP membrane potential fluorescence; galR3 body fused to GalR1 C-terminus; inhibition, % at 3 µM; 0.44% of 360,000 active; AID 651719;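 active means inhibition above the screen-wide average plus 3 SD, cut at about 13% in these data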;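 further: forskolin and galanin both at EC90 stimulate the cells; cAMP rise reported by CNG channel membrane potential dye signal; 0% = forskolin plus galanin with DMSO and 100% = forskolin alone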
Target sequence (O60755 1-299 limits assumed): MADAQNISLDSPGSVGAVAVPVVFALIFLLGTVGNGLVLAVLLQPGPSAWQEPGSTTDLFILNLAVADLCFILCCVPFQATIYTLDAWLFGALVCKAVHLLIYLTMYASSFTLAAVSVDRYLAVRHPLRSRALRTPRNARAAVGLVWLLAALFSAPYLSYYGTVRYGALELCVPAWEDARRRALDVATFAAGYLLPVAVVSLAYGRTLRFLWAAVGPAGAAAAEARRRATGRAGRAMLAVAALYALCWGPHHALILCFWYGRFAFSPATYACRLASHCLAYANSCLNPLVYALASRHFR
Starred values were filed as active, the others as inactive; . = not tested or not shown.

IDE cell activ,pCIP destab,NS3 helicase inh,GalR3 antag,VIM-2 inh,SUMO HTRF inh,CRFR2-BP antag,IMP-1 inhibitor,IDE inh,structure
.,2,0,.,-3.5,8,.,-1.5,.,COc1ccc(OC)c(CNCCNC(=O)c2ccco2)c1
-3,-4,-3,.,-2.6,-2,8,1.6,3,N/C(=N\OC(=O)c1cccc(Cl)c1)c1cccnc1
3,.,.,-5,.,.,-3,.,-4,O=C(COC(=O)C1CC2CCCC(C1)C2=O)NC(=O)c1ccccc1 (stereo unspecified)
0,-8,5,0,-1.0,6,20,-0.1,-4,CCOc1cccc(C(=O)NNC(=O)CCC(=O)O)c1
7,3,0,-5,-5.4,4,12,-4.5,-1,CCC(=O)N1CCc2cc(Br)cc(S(=O)(=O)CCC(=O)N(CC)CC)c21
2,6,9,-1,-2.5,-24,22,-0.1,10,CC(C)CCN1CC(C(=O)N2CCN(c3ccc(F)cc3)CC2)CC1=O (stereo unspecified)
0,.,.,4,.,.,-25,.,5,O=C(NCCS(=O)(=O)N1CCN(c2ccccc2)CC1)C1CCCC1
4,.,.,-3,.,.,-9,.,1,O=C(O)/C(=C\c1ccc(C(F)(F)F)cc1)c1ccc(S(=O)(=O)N2CCCC2)s1
-3,0,-7,-4,1.1,-8,19,2.5,-2,Cc1cccc(NC(NC(=O)Cc2ccccc2)C(Cl)(Cl)Cl)c1 (stereo unspecified)
4,-15,1,6,-0.8,.,-5,0.3,4,COc1ccc(NC(=O)C2CCCN(S(=O)(=O)c3ccc4c(c3)CCCN4C(C)=O)C2)cc1 (stereo unspecified)
-3,-13,-2,-5,0.4,7,-20,-2.1,1,CC(C)CCNC(=O)c1nn(Cc2ccccc2)c(=O)c2ccccc12
4,6,0,3,-3.4,-24,-30,-3.8,0,Cc1ccc(/C=N/Nc2nc3ccccc3[nH]2)s1
2,-9,1,-7,-4.3,4,17,-2.0,-7,Cc1c(Br)c(C(F)(F)F)nn1CC(=O)N(C)C1CCCCC1
2,.,.,-5,.,.,6,.,1,Cc1ccc(S(=O)(=O)N2[C@@H](c3ccc(F)cc3)C(C(=O)O)=CC[C@H]2c2ccc3c(c2)OCO3)cc1
-2,-1,-3,-3,-2.4,6,-3,-2.0,-5,CCC(=O)Nc1ccc(Cl)c(NC(=O)c2ccc([N+](=O)[O-])cc2)c1
-4,-11,2,0,-2.8,4,-2,-2.9,8,C=CCn1c(SCC(=O)NNC(=O)Nc2ccc(C)cc2)nnc1-c1ccccc1
4,0,10,11,-3.0,13,-5,-1.0,0,O=C(O)c1ccc(NC(=S)NC(=O)c2ccc3ccccc3c2)cc1
-1,.,.,1,.,.,-7,.,9,CS(=O)(=O)c1ccc2nc(NC(=O)CCNC(=O)c3ccccc3Cl)sc2c1
4,.,.,-5,.,.,11,.,7,O=C(COc1ccccc1Cl)NNC(=O)c1ccc(-n2cncn2)c([N+](=O)[O-])c1
-7,-15,-8,.,3.7,22,-8,0.0,6,CCOC(=O)c1sc2nc(NC(=O)COc3ccccc3)sc2c1C
5,-2,-3,-7,-0.9,0,12,-3.8,-1,CC(C)Cc1nc(N2CCC(C(N)=O)CC2)c2nnn(Cc3ccccc3)c2n1
4,-7,-1,-3,0.5,0,5,5.3*,3,CCOC(=O)N1CCN(c2c(-c3ccc(C(C)C)cc3)c(=O)c2=O)CC1
2,0,10,1,0.4,3,10,-3.6,3,O=C1C2CCCN2C(c2cccc(Br)c2)N1c1ccc(F)cc1 (stereo unspecified)
-1,-18,-12,-3,3.6,11,-7,-2.2,6,COC(=O)/C(C#N)=C/c1c(N2CCN(Cc3ccc4c(c3)OCO4)CC2)nc2c(C)cccn2c1=O
13,5,-4,-3,-1.8,-5,-7,-0.2,4,Cn1cnc([N+](=O)[O-])c1C(=O)Nc1cccc([N+](=O)[O-])c1
-3,9,1,-12,-2.1,-7,0,-3.4,2,Fc1ccc(/C=N/N2CCN(Cc3ccccc3)CC2)cc1
-1,-4,-2,-7,-2.1,4,4,-1.5,0,CC(=O)Nc1ccc(S(=O)(=O)Nc2ccc(S(=O)(=O)Nc3nc(C)cc(C)n3)cc2)cc1
-1,0,3,-3,-1.9,-11,-54,-2.7,-1,COc1ccc(NC(=S)NC(NC(=O)c2ccc(Cl)cc2Cl)C(Cl)(Cl)Cl)c([N+](=O)[O-])c1 (stereo unspecified)
-3,6,-9,2,-1.7,2,4,-2.2,6,O=C(c1cc(S(=O)(=O)N2CCOCC2)ccc1Cl)N1CCc2ccccc2C1
6,-15,-2,-4,0.4,3,-8,-1.1,-6,COc1ccc(/C=N/NC(=O)Nc2nonc2N)cc1
-2,-9,9,-1,-3.3,4,8,-2.2,-4,O=C1N(Cc2cccnc2)C[C@@H]2C[C@@H](c3ccc4nonc4c3)N3CCC[C@@]123
2,.,-6,-4,-1.5,.,-24,-1.0,-1,CCC(=O)c1ccc(OC(=O)c2ccc(Br)o2)cc1
3,-12,11,4,0.1,8,-3,14*,-3,CCOC(=O)c1c(N)sc2c1CCSC2
-2,-1,-3,-1,-1.9,-1,4,-3.2,.,CCOC(=O)C1(CCCc2ccccc2)CCN(C(=O)C2=C(C)OCCO2)CC1
3,-7,2,-4,-2.0,15,-36,-0.4,-1,CC(=O)Nn1cnc2c(c1=O)C1(CCCC1)Cc1ccccc1-2
6,5,-5,.,-0.9,10,-7,-1.9,2,O=c1nc2sc3ccccc3n2c(=O)n1-c1cccc(Cl)c1
-2,-6,1,-3,9.2*,17,-5,-1.7,-1,Cc1ccccc1NC(=O)c1cc2c(=O)n3cccc(C)c3nc2s1
-4,0,0,-1,-2.3,2,1,-3.4,1,O=C(Nc1nnc(-c2ccccc2Cl)s1)C1CCN(S(=O)(=O)c2ccc(Cl)cc2)CC1
4,1,-14,-4,-0.9,-16,-5,-4.5,-2,CC1(c2ccccc2)CC(C)(C)N(C(=O)c2cc([N+](=O)[O-])cc([N+](=O)[O-])c2)c2ccccc21 (stereo unspecified)
1,15,-3,-4,0.2,10,-13,-0.7,5,COc1ccccc1-c1nc(SCC(=O)Nc2ccccc2)n[nH]1
-2,.,.,2,.,.,5,.,-2,C=CCN1C(=O)c2ccc(C(=O)N(C)CC(=O)Nc3c(C)cccc3C)cc2C1=O
0,-6,-1,-1,-1.2,9,-1,-0.2,4,COc1ccc(NC(=O)c2ccc(=O)oc2)cc1
1,-11,3,-6,-1.5,-5,-11,-2.3,-2,CCOC(=O)NC(c1cccc(Cl)c1)C1CCCCCC1=O (stereo unspecified)
3,-6,-6,11,-1.6,7,-37,-4.0,2,CCC(CC)C(=O)Nc1cccc(S(=O)(=O)c2cccc(NC(=O)C(CC)CC)c2)c1
4,-24,4,-6,0.4,2,1,-0.1,0,COc1ccc(C(C(=O)NC2CCCC2)N(C(=O)c2snc(C(N)=O)c2N)C2CCCC2)cc1OC (stereo unspecified)
2,13,-1,1,-0.9,.,-3,-0.9,4,CC1(C)Cc2c(cnn2-c2cccc(F)c2)C(NC(=O)c2ccc(=O)[nH]n2)C1 (stereo unspecified)
-5,-4,6,-6,0.0,11,98*,-2.8,17*,CCC(=O)Nc1ccc(NC(=O)c2oc3ccccc3c2C)cc1
-1,1,-5,0,-4.6,9,-3,-2.8,3,CC(=O)Nc1ccc(C(=O)n2cnc3cc(C)c(C)cc32)cc1
1,-10,10,0,-1.3,16,11,-3.0,4,CN1CCN(C(=O)CN2C(=O)CC(C)(C)S(=O)(=O)c3ccccc32)CC1
1,.,.,-7,.,.,5,.,-1,COc1ccc(NC(=O)CSc2nnc3n2CCCCC3)cc1S(=O)(=O)N1CCOCC1

Additional structures
IDE cell activ,pCIP destab,NS3 helicase inh,GalR3 antag,VIM-2 inh,SUMO HTRF inh,CRFR2-BP antag,IMP-1 inhibitor,IDE inh,structure
3,-5,2,-2,-2.0,8,-5,-1.9,-1,Cc1noc(C)c1CSCC(=O)Nc1nc2ccccc2s1
3,-3,9,1,-2.8,2,-1,-3.9,5,CCc1ccccc1NC(=S)N(CCN1CCOCC1)Cc1ccccc1F
0,.,.,-3,.,.,-9,.,6,N#Cc1ccccc1OCC(=O)N(Cc1nnc(-c2ccccc2Cl)o1)C1CC1
-1,8,-3,-7,1.9,-2,8,-0.1,-5,O=C1CN(C(=O)CNC(=O)c2cccc(Cl)c2)c2ccccc2N1
10,-4,9,-2,-0.3,2,-13,-1.5,-3,COc1cccc(NC(=O)CCNS(=O)(=O)c2ccc3c(c2)oc(=O)n3C)c1
.,-107,21,.,-0.5,14,.,-1.6,.,CCN(CC)CCCC(C)Nc1c2ccc(Cl)cc2nc2ccc(OC)cc12 (stereo unspecified)
8,0,-11,-9,-3.2,-5,39,-2.7,.,O=C(Nc1ccccc1)C(c1ccccc1)C1CCCC1 (stereo unspecified)
1,-6,-15,-3,-3.1,9,0,-2.3,-1,CCN(CC)S(=O)(=O)c1ccc(C(=O)Nc2nnc(CSC)o2)cc1
4,.,.,-5,.,.,7,.,-2,Cc1ccc(SCC(=O)OC(C)C(=O)NCc2ccccc2)cc1 (stereo unspecified)
2,-4,4,1,1.2,-10,-18,-1.1,1,CC1(C)NC(=O)NC2(C)NC(=O)NC(C)(C)C12 (stereo unspecified)
